# Source: PubChem (several laboratories)
# SMARCA2 activ = activators of SMARCA2 function. 370,000 compounds, 1% hits. MG213 cells, MMTV-luciferase reporter, dexamethasone, overnight. AID 652017. activation, % at 9.1 µM; in the data active = activation above about 7.8%;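 also: 0% = vehicle wells and 100% = reference activator wells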
# PLCb3 inh = blocks human PLC-beta3 enzyme activity. 370,000 compounds, 0.18% hits. Q01970. inhibition, % at 12.2 µM. Purified PLC-beta3, fluorogenic substrate, fluorescence; in the data active = inhibition above about 11%;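 also: 0% = median of compound wells on plate and 100% = full blocker control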
# hgDAF-12 ag = hgDAF-12 agonism, primary luciferase screen; 370,000 compounds, 1.8% hits; activation, % at 6.8 µM; HEK293 GAL4-hgDAF12 UAS-luciferase reporter, agonist luminescence; normalized to butyrate control;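 active = activation above a cutoff set at the mean of all screened compounds plus 3 SD, cut at about 10% in these data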;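 also: 0% = DMSO wells and 100% = sodium butyrate wells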
# PG9 binder = small molecules binding HIV-1 gp120 antibody PG9 | 360,000 compounds, 0.43% hits | TR-FRET gp120-PG9 antibody binding | inhibition, % at 6.7 µM | AID 624416; in the data active = inhibition above about 8.5%
# ssDAF-12 act = activators of S. stercoralis DAF-12 nuclear receptor; HEK293 ssDAF-12/GRIP1 lit1-tk-luc reporter, luminescence; % of 3 µM dafachronic acid response; 370,000 compounds, 1% hits; AID 652126; activation, % at 6.8 µM;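 active = activation above the mean over all tested compounds plus 3 SD, cut at about 0.9% in these data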;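 also: 0% = DMSO-only wells and 100% = 3 µM delta7-dafachronic acid wells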
# hcDAF-12 act = activates DAF-12 receptor from parasite H. contortus; HEK293 hcDAF-12 lit1-tk-luc reporter, luminescence; 0% DMSO, 100% Δ7-dafachronic acid; activation, % at 6.8 µM; 370,000 compounds, 1.4% hits; AID 652067;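 active = activation above the mean of all tested compounds plus 3 SD, cut at about 5.5% in these data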;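 also: 100% = response to 3 µM Δ7-dafachronic acid high control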
# DAX1 inh-1 = NR0B1 (DAX1) inhibition. AID 504766. inhibition, % at 6.75 µM. HEK293 Gal4-DAX1 luciferase reporter, luminescence. 340,000 compounds, 0.99% hits. P51843;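 active = inhibition above the mean over all tested compounds plus 3 SD, cut at about 4.2% in these data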;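 also: 0% = DAX1-transfected cells with DMSO and 100% = empty-vector control cells with DMSO; inhibition shows as a rise in luminescence from relieved DAX1 repression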
# Target sequence (P51843 207-470 limits assumed): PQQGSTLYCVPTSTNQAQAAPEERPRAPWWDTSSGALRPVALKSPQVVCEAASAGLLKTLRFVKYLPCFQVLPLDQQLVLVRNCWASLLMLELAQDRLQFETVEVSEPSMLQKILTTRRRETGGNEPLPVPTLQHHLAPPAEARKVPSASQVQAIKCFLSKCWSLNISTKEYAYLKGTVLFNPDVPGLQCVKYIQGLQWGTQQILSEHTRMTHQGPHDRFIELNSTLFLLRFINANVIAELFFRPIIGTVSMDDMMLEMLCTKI
# DAX1 inh-2 = DAX1 (NR0B1) inhibition, primary screen; 370,000 compounds, 1.1% hits; AID 652010; HEK293T StAR-luciferase reporter, SF-1/DAX-1 repression relief; inhibition, % at 6.8 µM;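 active = inhibition above the mean over all tested compounds plus 3 SD, cut at about 3.6% in these data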;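 also: 0% = DAX-1 cells with DMSO and 100% = cells lacking DAX-1 with DMSO; higher inhibition means more luminescence from relief of DAX-1 repression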
# NR1D1 modulator = Rev-erb alpha (human) modulation | P20393 | 370,000 compounds, 0.79% hits | Rev-erbα–FITC-DNA binding, fluorescence polarization, 90 min | AID 1259318 | activity, % at 10 µM;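 active = activity above about 14%, limit read from the data; passing the limit was not always enough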;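 also: 0% = DMSO wells with 35 nM protein and 100% = DMSO wells with 750 nM protein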
# GAA850 FXN act = increases GAA850 frataxin promoter reporter activity. HEK293 lucGAA850 FXN promoter luciferase reporter, 24 h; percent of 10 µM SAHA response. activation, % at 6 µM. 360,000 compounds, 0.56% hits;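 active = activation above the average of all compounds screened plus 3 SD, cutoff fixed separately per campaign, cut at about 7.5% in these data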;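 also: 0% = DMSO wells and 100% = 10 µM SAHA wells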
# sPLA2-III inh = Inhibits HGIII-sPLA2 liposome hydrolysis, primary screen; QFRET BODIPY PC-A2 liposome hydrolysis, fluorescence; AID 743126; inhibition, % at 12.2 µM; Q9NZ20; 370,000 compounds, 0.56% hits;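 active = inhibition above mean plus 3 SD of compounds lying within the high and low control bounds, cut at about 19% in these data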;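 also: 0% = median of test compound wells and 100% = no enzyme DMSO wells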
# Target sequence (Q9NZ20 whole entry, looked up): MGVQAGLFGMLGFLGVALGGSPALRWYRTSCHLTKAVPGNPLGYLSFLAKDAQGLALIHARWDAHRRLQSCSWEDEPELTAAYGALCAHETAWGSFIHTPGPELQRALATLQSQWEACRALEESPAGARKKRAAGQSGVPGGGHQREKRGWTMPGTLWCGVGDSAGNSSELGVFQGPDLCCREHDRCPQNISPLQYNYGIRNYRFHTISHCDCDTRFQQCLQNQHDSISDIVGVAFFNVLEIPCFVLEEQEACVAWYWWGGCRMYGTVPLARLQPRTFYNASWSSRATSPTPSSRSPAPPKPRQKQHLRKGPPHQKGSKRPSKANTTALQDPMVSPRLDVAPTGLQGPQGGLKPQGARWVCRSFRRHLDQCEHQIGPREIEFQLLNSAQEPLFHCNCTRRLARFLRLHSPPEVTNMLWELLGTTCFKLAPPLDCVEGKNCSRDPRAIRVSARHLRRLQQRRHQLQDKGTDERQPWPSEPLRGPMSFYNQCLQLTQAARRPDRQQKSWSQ
# Active calls of the source: *; x = no result given.
no.	canonical_smiles	SMARCA2 activ	PLCb3 inh	hgDAF-12 ag	PG9 binder	ssDAF-12 act	hcDAF-12 act
1	COC(=O)[C@]12CCCCC=C1N(Cc1ccccc1)C(=O)[C@H](CC(=O)N1CCC(c3ccccc3)CC1)C2	2	4	-4.2	1.1	0.1	0.1
2	O=C(/C=C/c1ccc(-c2ccccc2[N+](=O)[O-])o1)c1ccco1	5	-14	4.0	-4.2	0.4	7.9*
3	C=CCN1C(=O)[C@H](CC(=O)NCCCC)[C@@]2(C(=O)OCC)CCCC=C12	-2	0	-2.6	x	-0.7	-2.6
4	CC(C)N(C)CCOC(=O)c1ccccc1Br	5	6	0.1	-2.4	-1.2	0.8
5	Oc1ccccc1/C=N/Nc1nn[nH]n1	1	-5	1.4	-1.9	0.7	1.0
6	C/C(CCc1oc2ccc(Br)cc2c1-c1ccc(C)o1)=N/O	1	-3	1.5	-1.6	0.2	-1.5
7	COc1ccc(CNC(=O)C2CC(=O)N(c3ccc(OCC(=O)N4C(C)CCCC4C)cc3)C2)cc1 (stereo unspecified)	-2	3	-2.8	-0.6	-0.9	-1.1
8	CCn1nc(C(=O)OCC(=O)N(CC(C)C)c2c(N)n(Cc3ccccc3)c(=O)[nH]c2=O)c2ccccc2c1=O	-1	3	1.7	-1.0	-0.1	0.3

no.	DAX1 inh-1	DAX1 inh-2	NR1D1 modulator	GAA850 FXN act	sPLA2-III inh
1	x	2.9	4	x	3
2	1.1	-0.5	-2	-0.4	-7
3	x	-0.3	0	x	-2
4	-1.2	1.1	2	-0.7	-8
5	0.4	0.6	1	-0.4	2
6	-0.6	-0.2	0	2.3	-39
7	-1.1	-0.9	-1	-3.5	11
8	-1.0	-1.1	5	2.8	2

# Three entries already listed, ordered by their value in SMARCA2 activ, high to low.
No. | SMILES | SMARCA2 activ
2 | O=C(/C=C/c1ccc(-c2ccccc2[N+](=O)[O-])o1)c1ccco1 | 5
1 | COC(=O)[C@]12CCCCC=C1N(Cc1ccccc1)C(=O)[C@H](CC(=O)N1CCC(c3ccccc3)CC1)C2 | 2
5 | Oc1ccccc1/C=N/Nc1nn[nH]n1 | 1

# Single values from the list.
# Value of Oc1ccccc1/C=N/Nc1nn[nH]n1 in NR1D1 modulator: 1
# Value of O=C(/C=C/c1ccc(-c2ccccc2[N+](=O)[O-])o1)c1ccco1 in hgDAF-12 ag: 4.0
# Value of CCn1nc(C(=O)OCC(=O)N(CC(C)C)c2c(N)n(Cc3ccccc3)c(=O)[nH]c2=O)c2ccccc2c1=O in GAA850 FXN act: 2.8
# Value of CC(C)N(C)CCOC(=O)c1ccccc1Br in sPLA2-III inh: -8
# Value of COC(=O)[C@]12CCCCC=C1N(Cc1ccccc1)C(=O)[C@H](CC(=O)N1CCC(c3ccccc3)CC1)C2 in NR1D1 modulator: 4
# Value of C/C(CCc1oc2ccc(Br)cc2c1-c1ccc(C)o1)=N/O in sPLA2-III inh: -39

# Next section
no.	canonical_smiles	SMARCA2 activ	PLCb3 inh	hgDAF-12 ag	PG9 binder	ssDAF-12 act	hcDAF-12 act
9	COc1ccc(NC(=O)CSc2nc3ccsc3c(=O)n2CCC(=O)O)c(OC)c1	4	-1	14*	1.1	-1.1	0.8
10	Cc1nnc(Cc2ccccc2)c2n[nH]c(C)c12	-2	-7	0.2	0.1	-1.2	3.3
11	CCOc1ccc(-n2cc(C(=O)N3CCCCCC3)c3cc(OC)c(OC)cc3c2=O)cc1	0	-10	-1.5	-0.3	-1.2	-1.9
12	COc1cccc(C2C(C#N)=C(N)OC3=C2C(=O)CC(c2ccco2)C3)c1OCc1ccc(F)cc1 (stereo unspecified)	-4	-20	-1.9	1.5	-0.7	0.7
13	CCC[C@H]1[C@@H](OC(=O)NCc2ccc(OC)cc2)CC[C@@]23CCCN2C(=O)CCC[C@@H]13	x	0	0.6	x	-1.6	0.7
14	CCCCC(=O)N1CCC(NS(=O)(=O)c2ccc3c(c2)CCN3C(C)=O)CC1	-5	0	-1.7	x	-1.7	-1.4
15	CCCNC(=O)c1cc(C2CCCN(S(=O)(=O)c3ccccc3)C2)on1 (stereo unspecified)	-2	1	0.4	-1.3	-1.3	-2.6
16	O=C(O)CCn1nnc(-c2ccccc2)n1	-3	1	2.3	0.7	-0.5	1.4

no.	DAX1 inh-1	DAX1 inh-2	NR1D1 modulator	GAA850 FXN act	sPLA2-III inh
9	0.2	-0.3	7	1.5	2
10	0.6	1.3	-5	0.2	-2
11	-0.4	-0.5	3	-1.7	-1
12	0.4	-0.6	-5	-1.3	-15
13	x	x	-2	x	5
14	x	-1.7	-3	x	18
15	x	-0.9	-1	1.8	-1
16	x	0.4	2	1.6	-1

# Given with bars between the fields: entries from further up
no. | mol | SMARCA2 activ | PLCb3 inh | hgDAF-12 ag | PG9 binder | ssDAF-12 act | hcDAF-12 act | DAX1 inh-1 | DAX1 inh-2 | NR1D1 modulator | GAA850 FXN act | sPLA2-III inh
9 | COc1ccc(NC(=O)CSc2nc3ccsc3c(=O)n2CCC(=O)O)c(OC)c1 | 4 | -1 | 14* | 1.1 | -1.1 | 0.8 | 0.2 | -0.3 | 7 | 1.5 | 2
10 | Cc1nnc(Cc2ccccc2)c2n[nH]c(C)c12 | -2 | -7 | 0.2 | 0.1 | -1.2 | 3.3 | 0.6 | 1.3 | -5 | 0.2 | -2

# Remaining list, next part
no.	canonical_smiles	SMARCA2 activ	PLCb3 inh	hgDAF-12 ag	PG9 binder	ssDAF-12 act	hcDAF-12 act
17	CC1(C)CC(=O)C=C(c2ccccc2-c2ccc(S(C)(=O)=O)cc2)C1=O	-5	0	1.2	-0.3	-1.3	-0.1
18	NCCCC[C@H](N)c1nnc([C@H](CCC(=O)O)NC(=O)C2CCNCC2)o1	3	0	-0.4	-1.4	-0.7	-1.4
19	Cc1ccccc1C(=O)n1ccc2ccc(-c3ccc4ccn(Cc5ccc(C#N)cc5)c4c3)cc21	-2	-32	-1.1	x	-0.4	-0.3
20	O=C(c1cc2ccccc2cc1O)N1CCN(c2ccc([N+](=O)[O-])cc2)CC1	-1	-18	-2.9	-0.7	-1.0	0.1
21	Nc1ccc(S(=O)(=O)Nc2nc(-c3ccccc3)cc(-c3ccccc3)n2)cc1	-2	-20	0.9	-0.3	-1.8	-1.4
22	Oc1cccc(/C=N/N2CCN(C3c4ccccc4-c4ccccc43)CC2)c1	1	4	-3.6	0.8	-1.5	-1.4
23	CCOc1ccc(S(=O)(=O)N(CC)CC(=O)N2CCCC2)cc1C	-2	0	-1.2	1.2	-0.3	0.1
24	Cc1nnc(N=c2ssnc2Cl)o1	1	1	-2.1	2.2	-0.9	0.6

no.	DAX1 inh-1	DAX1 inh-2	NR1D1 modulator	GAA850 FXN act	sPLA2-III inh
17	0.4	-0.2	0	0.8	0
18	-0.3	0.9	4	-0.8	10
19	x	-1.5	20	x	15
20	-1.3	-1.6	8	-0.3	-47
21	-1.0	0.1	-2	1.0	-27
22	2.0	-0.3	3	2.0	-9
23	-1.7	-0.2	1	-1.4	0
24	-0.8	-0.5	1	1.6	0

# Next section.
no.	canonical_smiles	SMARCA2 activ	PLCb3 inh	hgDAF-12 ag	PG9 binder	ssDAF-12 act	hcDAF-12 act
25	CCC(CO)Nc1ncc([N+](=O)[O-])cc1C#N (stereo unspecified)	-2	6	0.4	-2.2	-0.5	0.0
26	COc1ccc(-n2c(CCc3ccccc3)n[nH]c2=S)cc1	-1	0	-1.6	2.0	-2.3	-2.7
27	CCOCCCNC(=O)c1cccc(OC2CCN(S(C)(=O)=O)CC2)c1	8.3*	-1	8.1	-0.7	0.3	3.6
28	COc1ccc(-c2nc(CS(=O)CC(=O)N3CCc4ccccc4C3)c(C)o2)cc1 (stereo unspecified)	0	-3	-3.2	-2.5	-1.4	-2.2
29	COc1ccc(C)cc1NC(=O)CN(c1ccccc1)S(C)(=O)=O	5	2	0.7	-1.4	-1.0	-2.0
30	O=C(CCNS(=O)(=O)c1ccc(Br)s1)NC1CCCC1	-3	4	1.1	1.4	-1.6	-2.4
31	CC(=O)NC(c1ccco1)c1cc(Cl)c2ccc(Cl)nc2c1O (stereo unspecified)	-1	-159	-2.0	-1.2	-0.8	0.3
32	Cc1ccc(CN2CCN(C(=O)C3CCCO3)CC2)cc1 (stereo unspecified)	-1	1	1.4	-2.4	-1.7	-1.8

no.	DAX1 inh-1	DAX1 inh-2	NR1D1 modulator	GAA850 FXN act	sPLA2-III inh
25	-0.3	0.4	-2	2.3	7
26	-0.6	-0.6	-5	2.2	10
27	3.4	0.8	6	4.2	6
28	0.1	0.3	2	0.5	-5
29	0.8	-0.1	3	-1.2	1
30	-0.1	-0.6	-5	0.0	-1
31	-0.3	0.0	2	0.1	11
32	0.4	-0.3	-3	0.4	0

# Remaining list, next part
no.	canonical_smiles	SMARCA2 activ	PLCb3 inh	hgDAF-12 ag	PG9 binder	ssDAF-12 act	hcDAF-12 act
33	CCOC(=O)[C@@H]1[C@H]2COc3ccc(Br)cc3[C@@H]2N2C(=O)N(c3ccc(C(F)(F)F)cc3)C(=O)[C@]12C	1	2	3.1	-1.5	-0.5	-0.6
34	OCCN(CCO)c1ccc(C(c2ccc(Cl)cc2)c2ccc(N(CCO)CCO)cc2Cl)c(Cl)c1	-2	-5	-3.3	-1.3	-1.6	-0.7
35	CC1=C(C)CC(C(=O)NCc2ccc3c(c2)OCO3)C(C(=O)O)C1 (stereo unspecified)	2	1	0.2	-4.5	-1.2	-1.6
36	O=C(CN1C(=O)S/C(=C\c2ccccc2F)C1=O)Nc1ccccc1O	-2	-5	2.6	-1.6	-0.1	2.5
37	CN(C)/C=N/c1nc2nccc(-c3cccnc3)n2n1	3	-384	0.6	1.9	-0.8	-0.3
38	CC(=O)C1=C(N2CCCCC2)CCC1=O	0	5	0.5	1.1	-1.4	-1.4
39	COc1ccc(NC2CCCN(C(=O)CN3CCOC3=O)C2)cc1OC (stereo unspecified)	4	-17	-0.8	-5.3	-1.3	0.3
40	Cc1cccc(NC(=O)CCS(=O)(=O)c2ccc3c(c2)NC(=O)CS3)n1	-1	-18	-1.4	-1.3	-1.4	0.6

no.	DAX1 inh-1	DAX1 inh-2	NR1D1 modulator	GAA850 FXN act	sPLA2-III inh
33	0.2	-0.2	-2	-1.3	4
34	-0.3	0.5	1	-4.4	13
35	-0.4	0.3	-3	2.2	4
36	0.4	-0.4	-1	-1.3	-40
37	0.9	-0.4	2	-0.5	2
38	0.1	0.1	-3	-1.4	11
39	-0.8	0.0	-5	-0.8	2
40	-0.3	0.9	-3	-0.7	1

# Hits appear at their usual frequency. About 7% of those tested had a hit in this group.
